Artemis inh = Artemis (human) endonuclease inhibition; Q96SD1; inhibition, % at 10 µM; AID 686954; recombinant Artemis, quenched FAM hairpin cleavage fluorescence; 0.78% of 30,000 active;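 active = at 10 µM dose, at least 30% inhibition, measured as corrected fluorescence normalized to stimulator and neutral control wells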
* marks the source's active call; other numbers are inactive results.

SMILES	Artemis inh
Cc1cccc2c1NC(=O)C2(c1ccc(O)cc1)c1ccc(O)cc1	24

An excerpt; count on the stated rates, not on these rows.
